human PMI inhibitors = MPI inhibition at elevated mannose 6-phosphate – biochemical, fluorescence intensity, high mannose 6-phosphate, primary screen (AID 1220) | recombinant PMI enzyme, coupled fluorescence intensity; higher % means a stronger effect | one-dose inhibition, % at 20 µM; IC50 in µM for titrated hits | actives 0.66% (n = 190,000)
KOR beta-arrestin-1 = kappa opioid receptor blockers – cell-based, luminescence, uHTS (AID 1778); KOR beta-arrestin recruitment, luminescence, antagonist mode; higher % means a stronger effect; one-dose inhibition, % at 10 µM; IC50 in µM for titrated hits; actives 0.091% (n = 290,000); note: strong numbers were not always called active
KOR beta-arrestin-2 = kappa opioid receptor activators – cell-based, luminescence, uHTS, primary screen (AID 1777) | KOR beta-arrestin recruitment, luminescence; higher % means a stronger effect | actives 0.02% (n = 280,000) | one-dose activation, % at 10 µM; EC50 in µM for titrated hits; in the data active = activation above about 50%, passing the limit was not always enough; note: a part of the inactive calls stands beside numbers as strong as those of hits
TNAP activation fold = human TNAP enzyme activators, primary screen, biochemical, luminescent, no phosphate acceptor, uHTS (AID 1001); purified TNAP, luminescent activation assay, no phosphate acceptor; higher activation fold means a stronger effect; one-dose activation fold at 20 µM; EC50 in µM for titrated hits; actives 0.03% (n = 200,000); in the data active = activation fold from about 3, or a potency from the dose series; inactive = the rest, 99 in 100 with activation fold below about 1.6; note: many of its hits are not listed in these tables
NOD1 NF-kB reporter = NOD1 signaling inhibitors, primary screen, cell-based, luminescence, uHTS (AID 1578); NOD1-driven NF-kB luciferase reporter cells, luminescence; higher % means a stronger effect; one-dose inhibition, % at 4 µM; EC50 in µM for titrated hits; actives 1% (n = 290,000); in the data active = inhibition mostly above about 36%, no sharp cut-off; inactive = mostly below about 34%;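 note: HEK-293T reporter cells stimulated with the NOD1 agonist gamma-tri-DAP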
NOD2 inhibition = inhibition of NOD2-driven NF-kB reporter – cell-based, luminescence, uHTS, HEK293 (AID 1566). HEK293 NOD2/NF-kB luciferase reporter, luminescence; higher % means a stronger effect. actives 0.63% (n = 290,000). inhibition, % at 4 µM, or EC50 in µM where a hit was titrated; note: many of its hits are not listed in these tables
LYP phosphatase = inhibitors of LYP phosphatase, biochemical, fluorescence intensity, uHTS (AID 1779). inhibition, % at 11.5 µM, or IC50 in µM where a hit was titrated. actives 0.054% (n = 290,000). recombinant LYP phosphatase, fluorescence intensity; higher % means a stronger effect;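 note: plate controls were vehicle with enzyme for no effect and no enzyme for full effect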
human PMI inhibition = inhibitors of human PMI, primary screen, biochemical, fluorescence intensity, coupled assay (AID 1209). purified PMI enzyme, coupled fluorescence intensity; higher % means a stronger effect. one-dose inhibition, % at 20 µM; IC50 in µM for titrated hits. actives 0.42% (n = 190,000);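 note: plate controls were DMSO vehicle for no effect and wells lacking substrate for full effect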
XIAP antagonists = small molecules displacing peptide from XIAP – biochemical, IAP family, fluorescence polarization (AID 1018). XIAP BIR domain, fluorescence polarization peptide displacement; higher % means a stronger effect. one-dose displacement, % at 20 µM; IC50 in µM for titrated hits. actives 0.007% (n = 200,000); in the data active = displacement above about 50%; note: a part of the inactive calls stands beside numbers as strong as those of hits
Starred values were filed as active, the others as inactive; . = no result given; [ ] = dose if it differs, or a comment. Cut-off read from the data, not from the text of the source, unless noted: active = inhibition above about 50%; inactive = the rest.

XIAP antagonists | KOR beta-arrestin-1 | NOD2 inhibition | LYP phosphatase | NOD1 NF-kB reporter | KOR beta-arrestin-2 | human PMI inhibitors | human PMI inhibition | TNAP activation fold | SMILES
0.6% | 2% | -6% | -1% | -28% | -6.9% | 5% | 5% | 1.1 | O=C(CN1C(=O)NC(Cc2ccccc2)C1=O)Nc1ccccc1 (stereo not given)
. | -21% | 41% | -8% | 5% | -3.9% | . | . | . | CC1CCN(S(=O)(=O)c2ccc3c4c2CC(=O)N4CC(C)S3)CC1 (stereo not given)
3.1% | 18% | 4% | -8% | -15% | 4.2% | 4% | 9% | 1 | CCCCC(=O)Nc1ccc(N2CCN(S(C)(=O)=O)CC2)cc1
-7.4% | -8% | -11% | 5% | -31% | 5.7% | -8% | -11% | 1 | CC1CC(C)(C)CC2(C1)NC(=O)N(CC(=O)NCCc1ccc3c(c1)OCCO3)C2=O (stereo not given)
-0.5% | -12% | 11% | 1% | -28% | 1.2% | 7% | 15% | 1.6 | CCOC(=O)c1c(NC(=O)C(=O)N/N=C(\C)c2ccc(OC)cc2)sc2c1CCCCC2
-10% | -11% | 7% | 0% | -8% | -2.3% | 2% | 13% | 1 | CCS(=O)(=O)NCC(c1ccco1)N1CCN(c2ccccc2)CC1 (stereo not given)
-3.2% | -7% | -8% | -1% | -26% | 4.8% | -3% | -3% | 1.1 | COc1ccc(NC(=S)N(CCCN2CCCC(C)C2)Cc2cccs2)cc1 (stereo not given)
3.9% | -13% | -7% | 1% | -42% | -6.8% | 4% | 3% | 1.1 | Cc1ccc(S(=O)(=O)N2CCCCC2)cc1NC(=O)COC(=O)c1ccc(O)cc1
-5.1% | -8% | 2% | 0% | 15% | -0.5% | 5% | 4% | 1.1 | CCOC(=O)c1[nH]c2cc3c(cc2c1NC(=O)CN1CCC2(CC1)OCCO2)OCO3
-4.6% | -18% | -17% | -4% | -16% | 3.8% | 0% | -5% | 1 | Cn1c(C(=O)NCCCN2CCN(c3ccccc3F)CC2)cc2c(=O)[nH]c3ccccc3c21
. | 35% | -1% | -1% | -8% | 1.6% | . | . | . | CCCN(CCC)CCNC(=O)c1cn(C)c(=O)c2c1c1ccccc1n2C
-3.2% | -19%[20 µM] | 2% | -7% | -25% | . | . | . | 1.1 | O=C(NC1CC1)C1CCN(S(=O)(=O)c2cc(Cl)ccc2Cl)CC1
. | -3% | 14% | -8% | 4% | -0.2% | . | . | . | CCN1CCN(C(=O)NS(=O)(=O)c2ccc(C)cc2)CC1
-5.9% | -12% | 19% | -8% | -3% | -5.7% | -4% | 0% | 1.1 | COCCCN1C(=O)c2ccc(C(=O)Nc3cccc(OC)c3)cc2C1=O
-4.8% | -4% | 9% | -7% | -13% | . | 12% | 11% | 1 | COC(=O)Cc1c(C)nc2nc(NCc3cccc([N+](=O)[O-])c3)[nH]n2c1=O
3.0% | 5%[20 µM] | 9% | -5% | -16% | -3.5% | -31% | -30% | 1.1 | CC1=CC(C)C(C[N+]2(C)CCCCC2)C(C)C1 (stereo not given)
. | -37% | 16% | -7% | 2% | -4.5% | . | . | . | CC(=O)N1CCCc2cc(S(=O)(=O)N3CCCC(C(=O)Nc4cc(C)ccc4C)C3)ccc21 (stereo not given)
-6.8% | -43% | 10% | -11% | 2% | 15% | -2% | 0% | 1 | O=C(N/N=C1\CCCc2c1[nH]c1ccc([N+](=O)[O-])cc21)c1ccncc1
-38% | 20% | 12% | 2% | 45% | 2.9% | 11% | 14% | 1 | Cc1cc2ncn(/N=C/c3ccc([N+](=O)[O-])s3)c2cc1C
. | -4% | 27% | 1% | 26% | 0.7% | . | . | . | COc1ccc(C(C(=O)NCc2ccccc2)N(Cc2ccco2)C(=O)c2snc(C(N)=O)c2N)cc1 (stereo not given)
-3.5% | -12% | 18% | 0% | -23% | 3.7% | 6% | 5% | 1 | CC(C)N(C(=O)COC(=O)c1ccc(Cl)c(S(N)(=O)=O)c1)C(C)C
-3.6% | -14% | 13% | 0% | -18% | 0.8% | 18% | -16% | 0.8 | O=C1c2cccc(O)c2C(=O)c2c(O)cccc21
-3.5% | 14% | 6% | -7% | -28% | 5.5% | 0% | 2% | 1.1 | CCN(c1ccccc1)S(=O)(=O)c1ccc(Cl)c(C(=O)NCC2CCCO2)c1 (stereo not given)
-4.2% | 9% | -24% | -4% | -26% | -8.8% | 0% | -6% | 0.2 | FC(F)(F)c1cnc2c(-c3ccccc3)n[nH]c2c1
-7.7% | -46%[20 µM] | 22% | -10% | 17% | -2.9% | -12% | -16% | 1 | COc1cccc(OCC(Cn2c(C)nc3ccccc32)OC(C)=O)c1 (stereo not given)
-7.2% | 14% | 4% | -6% | -24% | 9.0% | 11% | 4% | 1.2 | COc1cc2c(cc1NC(=S)NC(=O)/C=C/c1ccc(OC)c(OC)c1)oc1ccccc12
-3.1% | 23% | -6% | -7% | 7% | -3.9% | 2% | -3% | 1.1 | CCCc1cc(=O)[nH]c(SCC(=O)N(C)C2CCS(=O)(=O)C2)n1 (stereo not given)
-4.3% | -18% | -19% | 0% | -36% | 4.9% | -5% | -10% | 1 | Cc1ccc(C)c(NCCC#N)c1
0.2% | 8% | 14% | -15% | 8% | -1.7% | 9% | 9% | 1.1 | CNc1nnc(-c2ccncc2)s1
. | -7% | 19% | -6% | -9% | 8.0% | . | . | . | CC(c1ccccc1)N1C(=O)c2ccc(C(=O)NCc3cccnc3)cc2C1=O (stereo not given)

Not a retest: entries from further up.
XIAP antagonists | KOR beta-arrestin-1 | NOD2 inhibition | LYP phosphatase | NOD1 NF-kB reporter | KOR beta-arrestin-2 | human PMI inhibitors | human PMI inhibition | TNAP activation fold | SMILES
0.2% | 8% | 14% | -15% | 8% | -1.7% | 9% | 9% | 1.1 | CNc1nnc(-c2ccncc2)s1
. | -7% | 19% | -6% | -9% | 8.0% | . | . | . | CC(c1ccccc1)N1C(=O)c2ccc(C(=O)NCc3cccnc3)cc2C1=O (stereo not given)

Following part:
XIAP antagonists | KOR beta-arrestin-1 | NOD2 inhibition | LYP phosphatase | NOD1 NF-kB reporter | KOR beta-arrestin-2 | human PMI inhibitors | human PMI inhibition | TNAP activation fold | SMILES
-0.5% | 8% | -4% | 6% | 8% | 6.0% | 16% | 28% | 1.1 | CCN(CC)S(=O)(=O)c1ccc(/C=C/C(=O)Nc2cccc(F)c2)cc1
-1.3% | -1% | -31% | 4% | -24% | -0.9% | 7% | 7% | 1.1 | Clc1ccc2c(c1)C1=C(C(c3ccncc3)O2)C(c2ccc(Br)cc2)n2ncnc2N1 (stereo not given)
-4.9% | -20% | -26% | -5% | -68% | 0.9% | -13% | -15% | 1 | COC(=O)c1cnn2c3c(c(C)nc12)CCCC3
-9.4% | . | 10% | -12% | -6% | . | 6% | 0% | 1 | CCOCN(C(=O)Cn1cnc2ccccc21)c1c(C)cccc1CC
-6.8% | 2% | 8% | 11% | -49% | 0.0% | 4% | -4% | 1.2 | Cc1c(O)nc(SCC(=O)Nc2ccc3c4c(cccc24)CC3)n(-c2ccccc2)c1=O
-1.5% | 7% | 10% | -1% | -34% | -3.9% | -2% | -4% | 1 | Cc1ccc(OCC(=O)NC(=S)Nc2ccc(Br)cn2)cc1C
-3.6% | -39% | 6% | 10% | -17% | 8.6% | 3% | 14% | 1.2 | CCN(Cc1ccccc1)S(=O)(=O)c1cc(C(=O)NC(C)C2CC3CCC2C3)ccc1OC (stereo not given)
. | -24% | 17% | -10% | 49% | -0.8% | . | . | . | CN1CCN(c2ncnc3scc(-c4ccccc4Cl)c23)CC1
-2.1% | -24% | 16% | 6% | 19% | 4.9% | 4% | -9% | 0.8 | CCCCCNC(=O)CN(c1ccc2c(c1)OCO2)S(C)(=O)=O
-1.9% | -1% | 10% | -7% | -2% | 1.6% | -1% | 2% | 1.1 | CCCOc1ccccc1Nc1nnc(C)c(=O)[nH]1
-2.4% | -26% | 22% | -6% | -23% | 2.7% | -1% | 0% | 1.1 | Cc1ccc(O)c(-c2cc(C(F)(F)C(F)F)nc(-c3ccccc3)n2)c1
-4.9% | -46% | 25% | 18% | 25% | -3.4% | 23% | 28% | 1.1 | COc1ccc(CCNc2oc(Cc3cccc4ccccc34)nc2C#N)cc1OC
-4.9% | 7% | 35% | 8% | 13% | 5.8% | -25% | -27% | 1 | COc1ccccc1-c1nnc(NC(=O)c2ccc(S(=O)(=O)N(C)Cc3ccccc3)cc2)o1
. | 14% | -11% | -9% | -9% | 3.6% | . | . | . | Cc1ccc(CN2C(=O)c3ccccc3NC2c2cc(Br)ccc2O)cc1 (stereo not given)
-7.1% | 14% | -10% | -1% | -1% | -0.2% | -3% | -4% | 1.1 | CCOC(=O)C1CCN(C(=O)c2cc3ccccc3oc2=O)CC1
. | -26% | 8% | -2% | -3% | 6.2% | . | . | . | CC1(C)Cc2c(sc(NC(=O)/C=C/C(=O)O)c2C#N)CO1
. | 2% | 10% | -7% | -4% | -0.9% | . | . | . | CNC(=O)c1cc(C(=O)c2ccc(F)cc2C(F)(F)F)c[nH]1
-5.9% | -4% | 16% | -3% | -15% | 2.8% | 18% | 6% | 1.1 | COc1cccc(-n2nnc(S(=O)(=O)c3ccc(C)cc3)c2N)c1
0.7% | 5% | 23% | -4% | -7% | -1.3% | 21% | 23% | 0.9 | O=C(/C=C/c1cn(CC(O)CN2CCCCC2)c2ccccc12)c1cccs1 (stereo not given)
-11% | 0% | 7% | 3% | -35% | 1.5% | 20% | 26% | 1 | CC(/C=C1\SC(=S)N(NC(=O)c2cccc(O)c2)C1=O)=C\c1ccccc1
. | 0% | 35% | -4% | 7% | -0.1% | . | . | . | CC1Sc2ccc(S(=O)(=O)N3CCC(C(=O)N(C)Cc4ccccc4)CC3)cc2NC1=O (stereo not given)
-6.9% | -2% | -4% | -5% | 15% | -0.2% | -1% | 10% | 1.1 | CC(C)C(=O)NC(Nc1ccc(S(N)(=O)=O)cc1)C(Cl)(Cl)Cl (stereo not given)
. | -12%[20 µM] | 16% | -11% | -21% | 2.5% | . | . | . | COc1ccccc1CCNC(=O)C(=O)NCC1OCCN1S(=O)(=O)c1ccc(C)cc1 (stereo not given)
-1.7% | -16% | 10% | 5% | -20% | -0.6% | -11% | 1% | 1.2 | Nc1ccc(-n2nnnc2CN2CCOCC2)cc1
-1.7% | -12% | -15% | -1% | -14% | 4.6% | 14% | 17% | 1.2 | S=C(NCc1ccc(Cl)cc1)NC12CC3CC(CC(C3)C1)C2
-2.5% | 15% | 14% | -2% | 3% | 5.6% | 2% | 8% | 1 | O=C(NCn1cnccc1=O)c1ccccc1
. | 36% | 2% | -5% | -17% | -1.7% | . | . | . | COc1cccc(CCNC(=O)CCCC(=O)c2ccccc2)c1
-3.3% | 11% | -14% | 1% | -22% | 0.5% | 9% | 9% | 1.1 | Cc1ccc(-c2nnnn2CS(=O)(=O)c2ccccc2)cc1

Three structures out of the list, sorted by molecular weight, smallest number first:
XIAP antagonists | KOR beta-arrestin-1 | NOD2 inhibition | LYP phosphatase | NOD1 NF-kB reporter | KOR beta-arrestin-2 | human PMI inhibitors | human PMI inhibition | TNAP activation fold | SMILES
3.1% | 18% | 4% | -8% | -15% | 4.2% | 4% | 9% | 1 | CCCCC(=O)Nc1ccc(N2CCN(S(C)(=O)=O)CC2)cc1
-11% | 0% | 7% | 3% | -35% | 1.5% | 20% | 26% | 1 | CC(/C=C1\SC(=S)N(NC(=O)c2cccc(O)c2)C1=O)=C\c1ccccc1
. | 14% | -11% | -9% | -9% | 3.6% | . | . | . | Cc1ccc(CN2C(=O)c3ccccc3NC2c2cc(Br)ccc2O)cc1 (stereo not given)

From PubChem

The list is partial; the hit share may differ from the screen's.
